Chronic BCR inh – chronic active BCR signaling inhibition; actives 0.05% (n = 340,000); AID 493014; ABC-DLBCL IkBa-CBG/CBR reporter, luminescence ratio, 4 h; Potency, µM (doses to about 46.1 µM), inactives show top-dose ratio change, negative = lower green/red ratio, actives largely listed as inhibitors; active = well fitted inhibition curve with a large enough effect in the signal ratio, with a control signal flat, not every such curve was filed as active; inconclusive = small, poorly fitted or top-dose-only effect, or effect the other way, or a change in a side signal; the % refers to the signal ratio;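 note: potency is the fitted concentration of half-maximal effect; plate controls were basal doxycycline-induced cells for no effect and cells given 10 µM MG132 for full effect; MG132 reads +100%, hits lower the ratio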
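Concentration-response series (up to 46 uM) were applied to TMD8 dual-reporter cells for 4 h at 37C with doxycycline. Green/red ratio, after filter-overlap correction, defined %Activity; red signal alone was normalised to basal cells and zero luminescence.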
TCR activator – activators of T cell receptors; 330,000 tested, under 10 active; Potency, µM (doses to about 9.22 µM), inactives show top-dose activation of IL-2 secretion, usual class: activators; AID 504894; primary human leukocytes, anti-CD3, IL-2 HTRF, 48 h; note: % of control where 0% means no effect
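Primary human leukocytes were stimulated with a-CD3 beads plus compounds for 48 hr without co-stimulation; secreted IL-2 was quantified by HTRF using a-IL-2-K (europium cryptate) and a-IL-2-d2, excited at 320nm with acceptor emission read at 665nm.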
Eya2 phos inh – Eya2 (human) phosphatase inhibition | actives 0.006% (n = 330,000) | Potency, µM (doses to about 76.9 µM), inactives show at the top dose activity, negative = inhibition, hits mostly inhibitors | recombinant Eya2, OMFP fluorescence dephosphorylation (OMFP is methylfluorescein phosphate); note: potency is the fitted concentration of half-maximal effect; % is set by controls: 0 for no effect and ±100 for the full control effect
Target sequence (O00167 whole entry, looked up): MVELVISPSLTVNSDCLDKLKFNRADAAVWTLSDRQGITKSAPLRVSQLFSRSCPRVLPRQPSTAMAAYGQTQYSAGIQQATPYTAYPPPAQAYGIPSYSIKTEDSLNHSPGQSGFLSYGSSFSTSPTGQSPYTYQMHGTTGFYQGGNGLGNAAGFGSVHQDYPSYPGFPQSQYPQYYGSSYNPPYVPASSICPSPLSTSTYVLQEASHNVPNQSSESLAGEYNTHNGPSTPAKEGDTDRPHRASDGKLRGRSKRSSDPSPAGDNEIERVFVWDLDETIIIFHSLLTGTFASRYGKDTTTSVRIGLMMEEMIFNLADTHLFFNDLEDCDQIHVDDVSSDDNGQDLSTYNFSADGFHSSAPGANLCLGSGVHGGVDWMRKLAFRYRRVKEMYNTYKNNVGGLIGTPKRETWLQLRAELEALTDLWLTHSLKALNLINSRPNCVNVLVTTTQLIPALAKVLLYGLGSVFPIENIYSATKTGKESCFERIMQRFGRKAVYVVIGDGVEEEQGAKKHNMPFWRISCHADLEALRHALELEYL
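Eya2 (0.2 uM) preincubated 10 min at ambient with compound, then OMFP substrate added at 50 uM; 10 min reaction in 50 mM HEPES pH 7.5, 50 mM NaCl, 5 uM MgCl2, 0.05% BSA, 1 mM DTT. Fluorescence read at Ex 485/Em 525 nm.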
Mito fusion yeast – mitochondrial division inhibition or fusion activation. AID 485298. Potency, µM (titrated, usually from 46.1 µM), for the others: top-dose growth rescue (activation), usual class: activators. S. cerevisiae fusion-defective mutant growth rescue, CellTiterGlo 48 h. actives 0.23% (n = 320,000);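 note: potency is the fitted concentration of half-maximal effect; % of control where 0% means no effect; nearly all actives have a fitted effect of over 45% in size; temperature-sensitive fusion mutants such as fzo1-1 at 37 °C on non-fermentable ethanol glycerol medium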
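Compounds are tested for their ability to restore growth of mitochondrial fusion-defective yeast strains at non-permissive 37C in YPEG medium over 48 hours. Viability is quantified by luciferase luminescence.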
ELG1 repair inh – ELG1-dependent DNA repair inhibition; HEK293T ELG1-luciferase reporter, luminescence, 16 h; DNA damage induced by 5-fluorouridine; Potency, µM (doses to about 46.1 µM), without a hit: at the highest dose activity change, negative = inhibition, most hits filed as inhibitors; actives 2.3% (n = 330,000); note: potency is the fitted concentration of half-maximal effect; % is set by controls: 0 for no effect and ±100 for the full control effect; nearly all actives have a fitted effect of over 55% in size
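5-Fluorouridine DNA damage + compound/DMSO, 2,000 cells/well, 16 h, 37 °C/5% CO2. ONE-Glo, 30 min RT, luminescence. Readout = decrease in reporter signal.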
B2AR arrestin – beta2AR (human) beta-arrestin recruitment activity | actives 0.02% (n = 330,000) | P07550 | beta-arrestin recruitment to beta2AR, cell-based reporter | AID 492947 | Potency, µM (top dose mostly 46.1 µM), for the others: at the top dose activation, hits mostly activators;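 note: potency is the fitted concentration of half-maximal effect; 0% = DMSO controls and full agonism = EC100 isoproterenol or metaproterenol; nearly all actives have a fitted effect of over 65% in size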
uPA generation – cell surface uPA generation inhibition; cell surface uPA generation assay, qHTS; AID 540303; Potency, µM (doses to about 38.3 µM), inactives show top-dose activity change, negative = inhibition, hits mostly inhibitors; actives 0.31% (n = 330,000); active = well fitted inhibition curve with a large enough effect; inconclusive = small, poorly fitted or top-dose-only effect; inactive = no such curve, though single readings can be large or run the other way; tested in mouse RAW 264.7 cells; note: potency is the fitted concentration of half-maximal effect; % is set by controls: 0 for no effect and ±100 for the full control effect; nearly all actives have a fitted effect of over 55% in size
Tb PFK inh – blocks T. brucei phosphofructokinase; T. brucei PFK, ADP-Glo luminescence; AID 485367; actives 0.17% (n = 330,000); Potency, µM (series often up to 57.5 µM), inactives show at the top dose activity, negative = inhibition, hits mostly inhibitors; O15648;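 note: potency is the fitted concentration of half-maximal effect; 0% = uninhibited 1x PFK enzyme wells and -100% = no-enzyme wells; nearly all actives have a fitted effect of over 60% in size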
Target sequence (O15648 whole entry, looked up): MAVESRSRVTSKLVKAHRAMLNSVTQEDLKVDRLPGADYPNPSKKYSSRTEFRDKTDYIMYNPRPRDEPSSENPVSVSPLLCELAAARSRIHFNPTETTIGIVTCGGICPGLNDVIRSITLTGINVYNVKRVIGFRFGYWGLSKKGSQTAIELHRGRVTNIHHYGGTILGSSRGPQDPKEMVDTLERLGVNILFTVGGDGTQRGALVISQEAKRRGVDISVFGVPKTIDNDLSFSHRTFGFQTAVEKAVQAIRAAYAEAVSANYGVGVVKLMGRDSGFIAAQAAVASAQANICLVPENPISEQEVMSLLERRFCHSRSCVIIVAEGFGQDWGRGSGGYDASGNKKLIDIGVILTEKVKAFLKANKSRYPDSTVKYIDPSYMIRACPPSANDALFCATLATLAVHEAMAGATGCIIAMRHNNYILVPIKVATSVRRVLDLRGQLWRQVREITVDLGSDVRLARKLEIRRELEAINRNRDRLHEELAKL
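In TEA buffer at pH 8.0 with 5 mM MgCl2, enzyme (1.25 nM) converted F6P (0.5 mM) and ATP (0.1 mM) for 45 min at room temperature. ADP product was read by luciferase luminescence.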
PTAP TSG101 blk – blocks PTAP/TSG101 interaction to inhibit HIV-1 budding. Q99816. 340,000 tested, under 10 active. Potency, µM (highest dose often 115 µM), for the others: at the highest dose activity change, negative = inhibition, most hits filed as inhibitors. AID 493005. Fluorescence polarization, FITC-PTAP peptide / Tsg101 binding; active = well fitted inhibition curve with a large enough effect in the main read-out, with a control signal flat, not every such curve was filed as active; inconclusive = small, poorly fitted or top-dose-only effect, or effect the other way, or a change in a side signal; inactive = no such curve, though single readings can be large or run the other way; note: potency is the fitted concentration of half-maximal effect; % of control where 0% means no effect
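Tsg101 binding domain (10 uM final) was mixed with compound and a FITC-labeled PTAP peptide (50 nM final) in HEPES pH 7.5 buffer with NaCl, Tween 20, EDTA and TCEP; fluorescence polarization was read after 20 min at r.t.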
USP2a inh – blocks human ubiquitin-specific protease USP2a; O75604; actives 0.01% (n = 330,000); AID 463254; USP2 core, Ub-CHOP2 coupled fluorogenic reporter, 485/531; Potency, µM (highest dose often 38.3 µM), for inactives: top-dose activity change, negative = inhibition, most hits filed as inhibitors;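 note: potency is the fitted concentration of half-maximal effect; plate controls were DMSO wells for no effect and full inhibition by NEM control for full effect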
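Deubiquitinase activity read as fluorescence (485/531 nm) after Ub-CHOP2 cleavage activates the enterokinase reporter on its substrate; USP2 core 10nM, Ub-CHOP2 and substrate 25nM each, 30min compound preincubation then 60min RT; data normalized to NEM, curves fitted.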
TSHR antag – antagonists of human thyroid stimulating hormone receptor; activity change, negative = inhibition, % at 11.5 µM; actives 0.2% (n = 330,000); TSHR-expressing cells, TSH-stimulated cAMP HTRF, 2 h; stronger effect = lower value;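 active = activity change below a set negative limit, meaning inhibition stronger than a set level, cut at about -70% in these data; inconclusive = activity change between two set negative limits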; note: % is set by controls: 0 for no effect and ±100 for the full control effect
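Read-out is FRET at 665 nm (cryptate excitation 337 nm) from a cryptate-tagged anti-cAMP antibody, competed by cell cAMP against cAMP-d2. Compounds are tested on freshly harvested TSHR cells challenged with 4nM TSH (EC80) for 2 hours at 37 deg C.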
Starred values were filed as active, the others as inactive; ? = inconclusive; / = not tested or not shown; [ ] = another dose, or the depositor's remark. Unless noted, calls come from the whole dose curve; as a rule, active = well fitted curve in the direction sought with a large enough effect; inconclusive = small, poorly fitted or top-dose-only effect, or another doubt; inactive = no such curve, though single readings can be large; an effect the other way counts as inactive or inconclusive.

structure,Chronic BCR inh,TCR activator,Eya2 phos inh,Mito fusion yeast,ELG1 repair inh,B2AR arrestin,uPA generation,Tb PFK inh,PTAP TSG101 blk,USP2a inh,TSHR antag
CCn1c(C(=O)O)c(CC(=O)Nc2ccccc2OC)c2ccccc21,0.2%,7.0%,10.1%,-0.6%,-3.4%,-0.8%,-4.1%,1.6%,-3.1%,-1.7%,-5.6
CC(=O)OCC#CCSc1nc2ccccc2n1C,2.0%,-0.5%[46.1 µM],6.0%,-3.2%,16.4%,-0.7%,2.3%,-5.9%,-0.1%,-1.2%,5.7
CCCC(=O)Nc1nc(C)c(C(C)=O)s1,12.2%,-14.7%,12.3%,4.6%,15.0%,0.5%,6.0%,3.6%,-2.3%,7.7%,48.1
CP(=O)(COC(=O)c1ccccc1)COC(=O)c1ccccc1,?,-1.3%,26.6%,-0.3%,0.6%,0.3%,2.3%,2.7%,0.7%,0.5%,6.6
CC(=O)Nc1ccc(NC(=O)CSc2nnc(-c3cc(C)[nH]n3)n2N)cc1,?,2.0%,-2.8%,0.8%,19.2%,0.0%,6.0%,0.0%,-5.5%,3.3%,4.6
O=C(O)c1cccc(NC(=O)c2ccc3c(c2)C(=O)N(C2CCCCC2)C3=O)c1,2.5%,0.5%,-1.5%,0.7%,-2.6%,0.1%,2.4%,-13.9%,-2.0%,-0.9%,-21.6
CCOC(=O)c1nn(-c2ccccc2Cl)c(=O)cc1OCC(=O)Nc1cccc(OC)c1,-0.5%,0.5%,-11.9%,-2.1%,12.3%,0.1%,-2.9%,6.4%,-3.4%,0.5%,-5.5
CC(=O)c1c(C)[nH]c(C(=O)OCC(=O)Nc2c(C)cccc2C)c1C,-1.0%,0.7%,-2.3%,-4.5%,7.0%,-0.9%,-27.1%,-2.4%,-4.1%,0.1%,-6.0
O=c1c(Cc2c(F)cccc2Cl)c(O)ccn1CCc1c[nH]c2ccccc12,2.0%,-4.7%,0.1%,-0.3%,-9.3%,-0.7%,-12.8%,-19.3%,-1.9%,0.3%,-3.8
COc1ccc(-c2cc(C)nc3nc(N)nn23)cc1,0.2%,-3.8%,-3.7%,-2.0%,?,0.5%,-8.9%,0.3%,-7.4%,-0.3%,32.2
CC1CCCCC12NC(=O)N(CC(=O)Nc1ccccc1F)C2=O (configuration not stated),-1.3%,-11.8%,30.5%,4.2%,5.7%,-0.3%,-2.4%,0.9%,-3.0%,0.1%,17.0
CC(NC(=O)COc1ccc(Oc2ccccc2)cc1)C(=O)O (configuration not stated),3.1%,-4.2%,-5.3%,-2.0%,0.0%,0.0%,0.8%,3.2%,-2.5%,2.1%,13.5
NC(=O)CC(NC(=O)Cc1ccc(Cl)cc1)c1ccc(N2CCC(Cc3ccccc3)CC2)c([N+](=O)[O-])c1 (configuration not stated),2.5%,3.0%,-11.6%,0.1%,-16.2%,-0.5%,21.7%,-0.6%,-3.1%,0.6%,-2.4
Cc1ccc(C(=O)Nc2ccc(C(F)(F)F)n(C)c2=O)cc1,10.1%,-7.7%,-21.7%,-2.0%,?,0.0%,/,-16.6%,-1.1%,4.2%,12.4
COc1ccccc1N(C)S(=O)(=O)c1ccc(Cl)c(C(=O)N2CCC(C(N)=O)CC2)c1,1.9%,2.5%,4.9%,?,-21.5%,-0.1%,1.3%,-0.1%,0.0%,15.0%,-5.7
O=C(CN1CCCSc2ccccc21)N1CCN(S(=O)(=O)c2cccc(F)c2)CC1,5.1%,2.4%,-1.4%,17.3%,0.0%,0.3%,-12.4%,5.0%,-3.8%,-18.8%,18.6
CC(C)(C)OC(=O)N1CCC(CC2CC(c3cccc(Br)c3)=NO2)(C(=O)O)CC1 (configuration not stated),20.3%,-2.2%,-2.0%,0.6%,-3.7%,0.7%,0.1%,1.1%,/,-0.1%,-21.6
COc1ccc(N2C(=O)CCC(C(=O)N3CCCCC3)C2c2ccc(OC)c(OC)c2)cc1 (configuration not stated),7.3%,5.4%,-1.4%,-4.8%,5.2%,0.2%,0.9%,-2.0%,-2.4%,1.1%,2.5
COc1ccc(/C=C/C(=O)NCC(=O)N/N=C(/C)c2ccc(Cl)cc2)cc1,-7.9%,3.8%,-1.2%,-10.5%,?,-0.1%,6.9%,-4.0%,-11.2%,1.4%,12.1
CC(CC1C(C#N)=C(N)OC2=C1C(=O)CCC2)c1ccccc1 (configuration not stated),?,5.8%,3.9%,0.1%,2.0%,-0.1%,0.0%,-2.1%,-2.4%,1.8%,-9.4
O=C(C1CCN(S(=O)(=O)c2ccccc2)CC1)N1CCN(c2ccccc2)CC1,0.4%,2.7%,-7.3%,-1.5%,-8.4%,-0.3%,-3.8%,-4.4%,-1.2%,-7.2%,2.6
CC(C)c1ccc(/C=N/NC(=O)c2nnn(-c3nonc3N)c2CN2CCOCC2)cc1,7.7%,-7.0%,-0.1%,-3.9%,-8.9%,0.4%,?,1.5%,-4.7%,1.2%,1.0
COc1ccc(OC)c(NC(=O)c2cc(-c3ccc(C)cc3O)n[nH]2)c1,?,1.2%,-11.2%,4.1%,?,-0.4%,-4.4%,-2.2%,-4.0%,0.5%,-0.5
CCC(Sc1ncnc2sc(C)c(C)c12)C(=O)OC (configuration not stated),?,-21.8%,?,-0.4%,0.9%,0.0%,4.8%,-8.0%,0.5%,0.5%,5.3
O=C(NNS(=O)(=O)c1ccc(Br)cc1)c1csnn1,5.2%,2.8%,0.0%,-6.5%,6.2%,0.1%,-3.1%,5.8%,-0.4%,-0.5%,-10.2
COc1cc(CNCc2ccccc2Cl)ccc1OCC(=O)NC1CCCCC1,-3.9%,16.0%,-3.3%,2.1%,11.4%,0.3%,-25.0%,-0.1%,-4.5%,-0.7%,-1.9
CN(Cc1c(F)cccc1Cl)C(=O)CCc1c[nH]c2ccccc12,-7.3%,-6.5%,1.5%,28.2%,-1.8%,0.2%,0.2%,-4.5%,-0.8%,0.0%,-11.4
O=C1CN(c2ccc(F)cc2)C(=S)N1c1ccccc1,-15.1%,-1.2%,-24.3%,15.5%,-7.2%,-0.6%,6.7%,2.4%,-3.4%,0.5%,-4.8
CCCC(=O)Nc1cccc(NC(=O)c2ccc3c(c2)OCO3)c1,?,1.5%,-2.6%,0.6%,0.7%,-0.1%,1.6%,0.0%,-5.8%,-2.5%,2.2
NS(=O)(=O)c1ccc(CCNC(=O)CN2CCCCC2)cc1,0.3%,0.3%,0.2%,1.4%,8.0%,-1.0%,0.3%,1.3%,-0.4%,-1.1%,-2.2
Cc1cc(C(F)F)n2nc(C(=O)Nc3c(F)cc(F)cc3Br)nc2n1,-9.4%,1.8%,37.6%,18.7%,-5.9%,-0.3%,2.9%,-2.2%,-0.2%,3.5%,10.5
CC(=O)c1ccc(NC(=O)C(C)OC(=O)c2ccc(Br)o2)cc1 (configuration not stated),-1.0%,4.2%,-1.8%,6.3%,8.2%,-0.2%,-4.0%,4.2%,-0.3%,-0.1%,16.9
CCCn1nc(C(=O)NC2CCCC2)c2ccccc2c1=O,-1.1%,-4.3%,-17.2%,/,?,0.0%,0.1%,2.0%,-3.1%,2.0%,/
Cc1cc2ccccc2c(=O)n1CC(=O)NCC1COc2ccccc2O1 (configuration not stated),5.4%,1.9%,4.1%,-3.2%,1.3%,0.0%,-4.6%,-4.7%,-1.6%,1.3%,-4.3
O=C(CN1CCCCC1)N1CCN(C(=O)CN2CCCCC2)CC1,3.0%,/,-2.1%,1.0%,4.5%,-0.2%,/,2.7%,/,-0.6%,-4.2
